Assay outcomes as filed in PubChem BioAssay.
PLC-gamma1 inh: inhibitors of human phospholipase C gamma1. P19174. purified PLC-gamma1, fluorogenic substrate, fluorescence. inhibition, % at 12.2 µM. 0.84% of 370,000 active. AID 720700; in the data active = inhibition above about 9.5%
ADAM10 inh: inhibits human ADAM10; O14672; recombinant ADAM10, EDANS/DABCYL FRET peptide cleavage, 3 h; inhibition, % at 7 µM; 0.62% of 370,000 active; AID 720582;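 active = inhibition above a per-campaign cutoff equal to the mean of compounds falling between control-based bounds plus 3 SD, cut at about 20% in these data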;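 note: 0% = DMSO wells while the 100% control is not disclosed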
SIAE primary: inhibitors of human sialic acid acetylesterase SIAE | Q9HAT2 | SIAE FP-Rh probe binding, fluorescence polarization | inhibition, % at 9.66 µM | 0.69% of 370,000 active | AID 1053197;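 active = inhibition above a cutoff: mean of compounds within the control limits plus 3 SD of those, cut at about 17% in these data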;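 note: 0% = plate median of compound wells and 100% = probe without SIAE protein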
DDE Tn7 FP inh: DD(E)-Tn7 binding inhibition, primary FP screen; P02675; FP displacement of FITC-Tn7 peptide from fibrin DD(E); 0% = median of compound wells per plate; inhibition, % at 8.3 µM; 0.13% of 370,000 active; AID 720508;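 active = inhibition above the mean of compounds falling within the control limits plus 3 SD of them, cut at about 14% in these data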;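 note: 0% = plate median of compound wells and 100% = 10 µM Aha-Tn7 peptide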
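System: human fibrin DD(E); quantity: Fibrin-DD(E) at 2 µM final; also added: fluorescent Tn7 probe at 0.1 µM; compound dosing: single nominal test concentration of 8.3 µM per compound; schedule: 10 min preincubation, 3 h with tracer, room temperature; detection: fluorescence polarization of the labelled Tn7 tracer; repeats: one replicate per compound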
ASAP1 inh: ASAP1 ArfGAP inhibition; ASAP1-stimulated ARF1 GTP hydrolysis, GDP FP detection; inhibition, % at 16.5 µM; 0.19% of 360,000 active; AID 624377; in the data active = inhibition above about 25%;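 note: 0% = vehicle with enzyme and substrate and 100% = no enzyme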
Target sequence (Q9ULH1 325-724 limits assumed): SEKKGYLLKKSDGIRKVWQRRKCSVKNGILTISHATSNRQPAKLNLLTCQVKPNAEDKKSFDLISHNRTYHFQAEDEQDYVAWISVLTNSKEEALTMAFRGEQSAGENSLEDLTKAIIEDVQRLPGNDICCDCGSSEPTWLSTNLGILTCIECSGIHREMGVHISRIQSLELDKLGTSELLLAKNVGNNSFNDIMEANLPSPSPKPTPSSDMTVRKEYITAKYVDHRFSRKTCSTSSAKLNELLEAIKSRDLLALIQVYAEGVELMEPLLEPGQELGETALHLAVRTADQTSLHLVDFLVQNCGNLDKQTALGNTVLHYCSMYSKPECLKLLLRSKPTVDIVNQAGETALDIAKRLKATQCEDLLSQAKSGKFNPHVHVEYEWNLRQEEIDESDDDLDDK
ARFGAP1 inhibitor: rat ARFGAP1 inhibition. AID 651572. inhibition, % at 16.5 µM. 0.26% of 360,000 active. Arfgap1-stimulated ARF1 GTP hydrolysis, GDP FP detection;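 active = inhibition above a per-plate limit, mean inhibition of low control wells plus 3 SD, cut at about 25% in these data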;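 note: 0% = DMSO wells with enzyme and 100% = wells lacking Arfgap1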
Target sequence (Q62848 1-136 limits assumed): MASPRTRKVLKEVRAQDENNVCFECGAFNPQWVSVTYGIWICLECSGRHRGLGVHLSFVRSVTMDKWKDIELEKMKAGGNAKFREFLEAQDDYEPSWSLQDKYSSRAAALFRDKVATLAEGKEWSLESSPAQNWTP
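Replicates: Single well per compound | Assay system: Truncated rat Arfgap1 GAP domain | Control set: No-Arfgap1 wells (100%) versus DMSO full-reaction wells (0%) | Times: Enzyme reaction 120 min at 25 °C after 20 min preincubation | Reagent: Human ARF1(Δ1-17)-GTP substrate | Measured by: Tracer-displacement fluorescence polarization with EDTA stop, 620/688 nm | Measure: Percent inhibition of Arfgap1-stimulated GTP hydrolysis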
PLC-beta3 inh: blocks human PLC-beta3 enzyme activity | Q01970 | Purified PLC-beta3, fluorogenic substrate, fluorescence | inhibition, % at 12.2 µM | 0.18% of 370,000 active | AID 720704; in the data active = inhibition above about 11%;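 note: 0% = median of compound wells on plate and 100% = full blocker control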
DDE Tn6 FP inh: DD(E)-Tn6 binding inhibition, primary FP screen; AID 720509; 0.21% of 370,000 active; P02675; inhibition, % at 8.3 µM; Fibrin DD(E) TRITC-Tn6 fluorescence polarization displacement;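 active = inhibition above a per-campaign cutoff: mean of compounds within control limits plus 3 SD, cut at about 15% in these data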;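 note: 0% = median of all compound wells on the plate and 100% = blocking peptide control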
ADAM17 inh: ADAM17 inhibition, QFRET primary screen; P78536; recombinant ADAM17, EDANS/DABCYL FRET peptide cleavage; inhibition, % at 6.95 µM; 0.83% of 370,000 active; AID 720648;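 active = inhibition above the mean of compounds lying between control limits plus 3 SD, set per campaign, cut at about 8.5% in these data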;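 note: 0% = DMSO-only wells as the low control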
TDP2 inh: TDP2 (human) inhibition, absorbance primary screen; recombinant TDP2, T5PNP hydrolysis, p-nitrophenol absorbance 415 nm; inhibition, % at 12.8 µM; 0.34% of 370,000 active;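 active = inhibition above the mean of all tested compounds plus 3 SD, set per campaign, cut at about 25% in these data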;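 note: 0% = DMSO with enzyme and 100% = buffer with substrate but no TDP2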
Target sequence (O95551 whole entry, looked up): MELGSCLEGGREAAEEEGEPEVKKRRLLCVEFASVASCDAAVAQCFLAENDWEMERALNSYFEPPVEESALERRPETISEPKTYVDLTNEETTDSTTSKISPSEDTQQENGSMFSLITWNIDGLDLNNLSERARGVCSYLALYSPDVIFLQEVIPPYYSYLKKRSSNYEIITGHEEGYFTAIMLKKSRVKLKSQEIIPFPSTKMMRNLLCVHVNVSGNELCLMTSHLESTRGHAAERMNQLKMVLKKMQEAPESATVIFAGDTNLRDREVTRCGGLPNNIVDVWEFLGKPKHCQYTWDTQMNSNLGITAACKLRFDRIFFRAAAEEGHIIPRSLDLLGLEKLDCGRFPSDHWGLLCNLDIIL
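Incubation: 2 h at 37 °C; Test system: recombinant human TDP2; Quantity: enzyme 120 nM; Read-out basis: percent inhibition; Medium: 50 mM Tris-HCl pH 7.5 with Mg2+, KCl, DTT, BSA; Repeats: single replicate; Compound: 12.8 µM single point, 1% DMSO; Signal: epi absorbance; Reagent: 5 mM T5PNP chromogenic substrate; Benchmarks: no-enzyme high, DMSO-plus-enzyme low.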
The depositor's hits bear a star; i = inactive; . = no result given.

Order of results: PLC-gamma1 inh	ADAM10 inh	SIAE primary	DDE Tn7 FP inh	ASAP1 inh	ARFGAP1 inhibitor	PLC-beta3 inh	DDE Tn6 FP inh	ADAM17 inh	TDP2 inh
(1) S=c1nc[nH]c2c1cnn2Cc1ccccc1
    -5	0	4	-2	-11	6	-7	3	1	16
(2) CC1(C)Cc2c(sc3nnn(CC(=O)Nc4ccccc4)c(=O)c23)CO1
    7	-6	-3	-5	3	-8	0	3	-2	7
(3) O=C(OCn1nnc2ccccc2c1=O)c1cn(-c2ccccc2)nc1-c1cccnc1
    1	5	-6	0	9	5	-2	4	1	-4
(4) COC(=O)CN1C(=S)N(c2ccccc2)C(=O)C1CC(=O)Nc1ccc(Cl)cc1 (stereo not drawn)
    3	3	-5	-4	11	4	1	9	-1	-5
(5) COC(=O)[C@@]1(C)[C@H]2C(=O)N(Cc3ccccc3)C(=O)[C@H]2[C@H]2CN=C(SCC(=O)c3ccccc3)N21
    3	-3	12	0	4	8	5	5	3	7
(6) CC1Sc2ccc(S(=O)(=O)NCCc3ccc(Cl)cc3)cc2NC1=O (stereo not drawn)
    -3	14	-5	1	-5	-8	-5	-5	2	6
(7) COC(=O)c1cn(NC(=O)c2ccc(OC)c([N+](=O)[O-])c2)c(=O)c2ccccc12
    1	2	-2	-4	-1	6	3	-4	0	11
(8) COc1cccc(-c2c(C(=O)N/N=C(\C)c3ccc(Cl)s3)nnn2-c2nonc2N)c1
    0	-2	-14	-5	6	0	2	2	0	-3
(9) Cc1nn(-c2ccc(F)cc2)c(C)c1CN1CCN(CCc2ccccc2)C(CCO)C1 (stereo not drawn)
    9	0	10	2	5	-8	-3	-6	2	-20
(10) CCc1nc2ccc(C(=O)N3CCN(C(=O)c4ccco4)CC3)cn2c1N(C)C(=O)C1CCCCC1
    0	-8	-10	-1	15	16	-2	0	6	-19
(11) O=C(COc1ccc(Br)cc1)Nc1cc(S(=O)(=O)N2CCCCC2)ccc1N1CCCCC1
    -3	-7	-5	-5	-1	-10	0	-7	-3	6
(12) CCOC(=O)CNc1nc(C#N)nc(N2CCOCC2)n1
    -1	-1	-7	-6	11	13	0	10	-3	5
(13) CCOC(=O)c1c(C)[nH]c(C(=O)CN(C)CC(=O)Nc2ccccc2Cl)c1C
    0	9	1	1	-9	1	-8	7	3	-2
(14) Cc1ccc(N2C(=O)c3ccccc3C2Nc2ccc(S(=O)(=O)N3CCOCC3)cc2)nc1 (stereo not drawn)
    -1	-12	-7	1	3	8	0	1	-2	-6
(15) CCN(CC)C(=O)C(=O)c1cccn1-c1c(Cl)cccc1C#N
    0	-4	3	5	8	-3	1	-1	1	14
(16) O=C(CCN1C(=O)C2C3CCC(C3)C2C1=O)OCC(=O)c1ccccc1 (stereo not drawn)
    4	-5	5	-7	-8	-16	-9	4	-6	6
(17) COc1ccc(S(=O)(=O)N2CCCC(c3cc(C(=O)NCc4cccnc4)no3)C2)cc1 (stereo not drawn)
    5	-4	-1	1	-13	14	1	0	1	-4
(18) N#Cc1c(N2CCN(c3ccc([N+](=O)[O-])cc3)CC2)[n+](=O)c2ccc(Cl)cc2n1[O-]
    -25	-9	10	-2	9	-11	-37	3	-4	-9
(19) COc1ccc(/C=C(/NC(=O)c2ccco2)C(=O)N2CCCCCC2)cc1OC
    -1	-3	-4	1	-7	16	-9	-5	0	2
(20) NC(=O)C1CCN(C(=O)c2cc(-c3ccc(Cl)s3)nc3ccccc23)CC1
    -196	i	-8	3	6	7	-258	0	-419	3
(21) O=C(OCc1nnc(-c2ccc(Cl)cc2)o1)c1ccc(=O)n(Cc2ccccc2)n1
    -1	-5	-2	-1	-1	6	-4	3	-1	7
(22) Cc1cnc(NS(=O)(=O)c2ccc(Cl)cc2)c(Br)c1
    3	0	-1	-1	-6	9	-8	7	1	12
(23) COC(C)(C)[C@]12CC(O)(C(C)C)ON1[C@H]1CCCCC1N2O (stereo partly drawn)
    -4	5	2	2	-6	4	3	10	-3	2
(24) Cc1c(C(=O)N2CCCCC2)c(S(=O)(=O)N(C)Cc2ccco2)c(C)n1C
    3	-7	0	-2	0	3	-3	0	-6	-5
(25) Cc1ccccc1S(=O)(=O)Cc1ccc(C(=O)N2CC(C)CC(C)C2)o1 (stereo not drawn)
    -1	-4	16	-4	6	-5	0	-7	3	0
(26) CC(C(=O)NCC1CCCCC1)N1CCN(S(=O)(=O)c2cccs2)CC1 (stereo not drawn)
    0	-8	-10	4	-11	-4	-2	-10	0	-3
(27) Cc1cccc(OCC(=O)O/N=C(\N)c2ccncc2)c1
    -2	0	3	-3	-18	5	-2	4	-3	17
(28) CN(C)S(=O)(=O)c1ccc2oc(SCC(=O)Nc3ccccc3F)nc2c1
    2	4	-3	10	-8	-4	-6	-5	-3	8
(29) CC(C)[C@H](Nc1nc(-c2ccccc2)nc2c1oc1ccccc12)C(=O)O
    -2	1	-12	2	7	2	-4	9	-2	2
(30) COc1ccc(Cl)cc1S(=O)(=O)NC(C)C(=O)NCc1ccncc1 (stereo not drawn)
    2	2	1	-2	3	7	-6	-1	0	18
(31) CC1CCc2sc(C(=O)NNC(=S)NC3CC3)cc2C1 (stereo not drawn)
    1	1	6	-5	-12	4	-7	3	1	4
(32) CCC(=NC1CC(C)(C)NC(C)(C)C1)C1=C(O)CC(C)(C)CC1=O
    4	-4	1	-6	-5	2	1	8	3	-6
(33) CCc1cc(C(=O)N(Cc2ccccc2)c2c(N)n(CCOC)c(=O)[nH]c2=O)sc1C
    -2	-4	-4	3	3	7	-9	-3	-4	14
(34) O=c1[nH]n(-c2ncnc3c2cnn3-c2ccccc2)c(=O)c2ccccc12
    -6	-1	-1	-3	-10	-3	-11	8	-3	6
(35) COc1ccc(CNC(=O)c2cc3c(=O)n4ccccc4nc3n(Cc3cccnc3)c2=N)cc1
    -90	-230	-9	-8	0	3	-122	-1	-74	-18
(36) O=C(CCc1ccccc1F)N1CCN(c2ccc(C(F)(F)F)cn2)CC1
    -3	-14	0	-6	0	8	-11	-3	1	-1
(37) CCc1cc(C(=O)OC)c(NC(=O)CN2CCN(C(=O)C3CCCO3)CC2)s1 (stereo not drawn)
    1	-7	-6	0	0	4	-2	-10	1	9
(38) O=[N+]([O-])c1cccc(S(=O)(=O)[N-]c2nc3ccccc3nc2-n2cc[n+](Cc3ccccc3)c2)c1
    1	2	-5	-6	-4	7	-1	1	0	-11
(39) O=C(CSc1nnc(-c2ccncc2)n1-c1ccccc1)NC1CC1
    4	5	-4	-5	22	2	2	-1	1	-1
(40) O=C(CN1CCOCCOCCOCC1)Nc1ccccc1
    0	1	-6	5	-13	10	2	-4	-4	12
(41) C[C@@]12C[C@@H]3C(=O)N(Cc4ccccc4)CC(=O)N3[C@@H]1N(S(=O)(=O)c1ccccc1)c1ccccc12
    3	-7	-1	-4	.	.	-3	-3	1	-13
(42) COC(=O)COc1c(Cl)cc(Cl)c2ccc(C)nc12
    -1	-8	-1	-3	5	1	-6	-3	-6	6
(43) Cc1ccc(NS(=O)(=O)c2ccc(NC(=O)c3ccccc3C(=O)O)cc2)c(C)c1
    -1	-2	4	-6	1	-6	-5	10	0	10
(44) Cc1c(NC2=C(Cl)C(=O)N(c3ccccc3)C2=O)c(=O)n(-c2ccccc2)n1C
    -15	-6	0	-5	12	24	-17	4	-1	-3
(45) O=c1[nH]c(=O)n(C2OC(CO)C(O)C2O)c2c1CCCC2 (stereo not drawn)
    0	-2	4	-6	-6	7	0	-9	-1	4
(46) O=C(CSc1nc2ccccc2nc1N1CCCCC1)N1CCN(S(=O)(=O)c2cccc([N+](=O)[O-])c2)CC1
    1	-11	1	-10	.	.	-5	-2	-2	-2
(47) OC[C@@H](O)[C@H](O)C(/C=N/Nc1ccccc1)=N\Nc1ccccc1
    -27	-41	-1	5	3	5	-35	-4	-23	-4
(48) Cc1cc(C)c(NC(=O)/C(=C/c2ccco2)c2ccccc2)c(C)c1
    -3	-17	-8	-3	14	4	-7	-8	-6	12
(49) CCOc1ccc(NC(=O)c2cc(Cl)nc3ccccc23)cc1
    3	-1	6	-1	-8	3	-2	6	1	0
(50) CNC(=O)CN(c1ccc2c(c1)OCCO2)S(C)(=O)=O
    3	-4	-5	1	-17	2	-1	3	-6	-4
(51) O=C(CSc1ccccc1)Nc1nnc(/C=C/c2ccccc2)s1
    -5	-29	-3	-3	3	0	-7	1	-11	0
(52) O=C(N/N=C/c1ccc(F)cc1)c1ccc(-n2cnnn2)cc1
    0	-13	11	1	-19	5	-11	-2	-5	-15
(53) O=C(Cc1ccc(F)cc1)NCCc1cnc[nH]1
    1	-3	-1	0	-5	2	-2	-3	-1	-3

Laid out differently: 2 of the compounds above.
17. COc1ccc(S(=O)(=O)N2CCCC(c3cc(C(=O)NCc4cccnc4)no3)C2)cc1 (stereo not drawn)
  PLC-gamma1 inh: 5	ADAM10 inh: -4	SIAE primary: -1	DDE Tn7 FP inh: 1	ASAP1 inh: -13	ARFGAP1 inhibitor: 14	PLC-beta3 inh: 1	DDE Tn6 FP inh: 0	ADAM17 inh: 1	TDP2 inh: -4

18. N#Cc1c(N2CCN(c3ccc([N+](=O)[O-])cc3)CC2)[n+](=O)c2ccc(Cl)cc2n1[O-]
  PLC-gamma1 inh: -25	ADAM10 inh: -9	SIAE primary: 10	DDE Tn7 FP inh: -2	ASAP1 inh: 9	ARFGAP1 inhibitor: -11	PLC-beta3 inh: -37	DDE Tn6 FP inh: 3	ADAM17 inh: -4	TDP2 inh: -9
